Source: PubChem (National Center for Advancing Translational Sciences (NCATS))
Epigenetic reg: Quantitative High-Throughput Screen for Regulators of Epigenetic Control | Potency, µM (titrated, usually from 53.9 µM), inactives show top-dose GFP activation, hits mostly activators | murine LDR cells, GFP reporter derepression, 30 h | AID 1865, 2009 | 280,000 tested, 0.2% active; note: potency is the fitted concentration of half-maximal effect; % of control where 0% means no effect; nearly all actives have a fitted effect of over 60% in size
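Readout is the number of GFP-expressing murine LDR cells, counted by cytometry following washing. Cells were treated with compound for 30 h at 37 C; the stably integrated CMV-GFP locus is normally silent.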
IMPase Li cell: qHTS Assay for Identifying the Cell-Membrane Permeable IMPase Inhibitors: Potentiation with Lithium | CHO-M1 cells, IP1 TR-FRET (IP-One), carbachol + lithium | Potency, µM (doses to about 59.4 µM), for the others: top-dose activity, negative = IMPase inhibition, usual class: inhibitors | 210,000 tested, 0.35% active | AID 1457, 2008;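 note: IP1 builds up when IMPase is blocked and the TR-FRET signal falls; potency is the fitted concentration of half-maximal effect; plate controls were basal vehicle for no effect and high inhibitor control for full effect; nearly all actives have a fitted effect of over 50% in size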
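Steps: plate 2000 CHO-M1 cells per well and culture 16–30 h; add compound and lithium; incubate 30 min, 37C; add d2-IP1 tracer and Eu cryptate anti-IP1 antibody in lysis buffer; read after 10 min at room temperature.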
CBFb RUNX1 block: qHTS Assay for Compounds Blocking the Interaction Between CBF-beta and RUNX1 for the Treatment of Acute Myeloid Leukemia. Potency, µM (titrated, usually from 59.8 µM), without a hit: at the highest dose activity, negative = inhibition, actives largely listed as inhibitors. AlphaScreen CBFb-His/RUNX1-biotin binding, biochemical. 230,000 tested, under 10 active; note: % of control where 0% means no effect
Target sequence (Q01196 whole entry, looked up): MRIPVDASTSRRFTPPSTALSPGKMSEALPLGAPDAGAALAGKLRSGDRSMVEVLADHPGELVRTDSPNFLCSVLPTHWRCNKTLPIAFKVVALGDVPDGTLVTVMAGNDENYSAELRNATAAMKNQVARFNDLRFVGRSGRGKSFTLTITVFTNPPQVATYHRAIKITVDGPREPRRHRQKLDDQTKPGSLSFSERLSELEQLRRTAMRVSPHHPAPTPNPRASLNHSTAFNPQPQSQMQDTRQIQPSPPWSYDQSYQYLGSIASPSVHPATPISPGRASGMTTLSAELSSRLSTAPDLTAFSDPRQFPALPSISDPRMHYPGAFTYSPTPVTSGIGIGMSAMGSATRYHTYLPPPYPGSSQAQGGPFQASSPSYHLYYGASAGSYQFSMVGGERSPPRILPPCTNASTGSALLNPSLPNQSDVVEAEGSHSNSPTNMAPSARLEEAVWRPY
Target sequence (Q13951 whole entry, looked up): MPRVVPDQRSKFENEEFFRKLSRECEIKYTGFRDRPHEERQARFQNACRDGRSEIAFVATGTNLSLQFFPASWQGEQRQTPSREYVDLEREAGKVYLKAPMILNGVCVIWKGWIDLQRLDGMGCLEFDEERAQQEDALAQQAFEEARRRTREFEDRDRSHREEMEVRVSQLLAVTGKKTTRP
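AlphaScreen binding: CBFb-His and RUNX1-biotin (30 nM each) preincubated 20 min, compound added for 15 min, then nickel and streptavidin beads for 90 min, all at room temperature. Disruption of the interaction by any mechanism counts as activity.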
GLA spleen mod: qHTS Assay for Inhibitors and Activators of Human alpha-Galactosidase From Spleen Homogenate; Potency, µM (series often up to 80 µM), for the others: at the top dose activity change, negative = inhibition, most hits filed as inhibitors; 240,000 tested, 0.008% active; human spleen homogenate, 4MU-alpha-Gal fluorescence, 40 min; Alpha-galactosidase A (Homo sapiens), P06280; AID 2107, 2009;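 note: potency is the fitted concentration of half-maximal effect; 0% = enzyme with vehicle and -100% = no enzyme basal signal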
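Human spleen homogenate (1 ug) was the enzyme source, with 4-methylumbelliferyl-alpha-D-galactopyranoside (1 mM final) in pH 5.0 citrate buffer with 0.01% Tween-20. Compounds were titrated; after 40 min at 37C, NaOH/glycine stop, 4-MU fluorescence read; AC50 from Hill fits.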
NPSR antag: qHTS Assay for Antagonists of the Neuropeptide S Receptor: cAMP Signal Transduction; Q6W5P4; CHO-NPSR cells, cAMP TR-FRET, antagonist mode; Potency, µM (titrated, usually from 38.3 µM), inactives show top-dose activity change, negative = inhibition, hits mostly inhibitors; 220,000 tested, 1% active; note: potency is the fitted concentration of half-maximal effect; % is set by controls: 0 for no effect and ±100 for the full control effect; nearly all actives have a fitted effect of over 50% in size; many of its hits are not listed in these tables
Target sequence (Q6W5P4 whole entry, looked up): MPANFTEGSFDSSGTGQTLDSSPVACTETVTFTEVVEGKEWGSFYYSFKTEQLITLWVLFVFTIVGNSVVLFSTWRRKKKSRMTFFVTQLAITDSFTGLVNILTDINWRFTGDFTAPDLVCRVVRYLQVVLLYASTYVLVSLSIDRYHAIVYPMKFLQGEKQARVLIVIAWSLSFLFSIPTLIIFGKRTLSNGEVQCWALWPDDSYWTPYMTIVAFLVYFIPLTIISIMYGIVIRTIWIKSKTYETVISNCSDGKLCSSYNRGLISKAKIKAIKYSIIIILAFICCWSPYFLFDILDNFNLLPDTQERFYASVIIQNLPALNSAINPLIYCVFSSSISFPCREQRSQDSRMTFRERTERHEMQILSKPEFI
Luc counter: Counterscreen for Luciferase (Kinase-Glo TM) Inhibition | Luciferin 4-monooxygenase (Photuris pensylvanica), Q27757 | Kinase-Glo luciferase, ATP luminescence, 8 min | Potency, µM (series often up to 38.3 µM), for inactives: top-dose activity change, negative = inhibition, actives largely listed as inhibitors | 200,000 tested, 0.28% active | AID 1379, 2008; note: potency is the fitted concentration of half-maximal effect; % is set by controls: 0 for no effect and ±100 for the full control effect; nearly all actives have a fitted effect of over 60% in size
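Substrate mix (final 50 mM imidazole pH 7.2, 50 mM KCl, 7 mM MgCl2, 10 uM ATP, 0.01% Tween 20, 0.05% BSA) plus pin-tool compound, then Kinase-Glo detection mix; 8 min ambient, luminescence read.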
Lamin A splicing: qHTS Assay for Modulators of Lamin A Splicing | Potency, µM (series often up to 46.1 µM), inactives show top-dose ratio change, negative = inhibition, usual class: inhibitors | 200,000 tested, 0.01% active | HeLa LMNA splicing GFP/RFP minigene ratio, 48 h | AID 1487, 2009; active = well fitted inhibition curve with a large enough effect in the signal ratio, with a control signal flat, not every such curve was filed as active; inconclusive = small, poorly fitted or top-dose-only effect, or effect the other way, or a change in a side signal; the % refers to the signal ratio; note: potency is the fitted concentration of half-maximal effect; % is set by controls: 0 for no effect and ±100 for the full control effect
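S3 HeLa stable clones carrying a lamin A-EGFP splicing minigene plus DsRed2 were seeded at 600 cells/well in Opti-MEM with 2% FBS, pin-dosed and incubated 48 h at 37°C. Acumen cytometry (488 nm) gave the GFP/RFP total-intensity ratio.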
An asterisk follows results filed as active; u = inconclusive; x = not tested or not shown; [ ] = dose if it differs, or a comment. Unless noted, calls come from the whole dose curve; as a rule, active = well fitted curve in the direction sought with a large enough effect; inconclusive = small, poorly fitted or top-dose-only effect, or another doubt; inactive = no such curve, though single readings can be large; an effect the other way counts as inactive or inconclusive. This is a subset; rates above refer to the full screens.

SMILES | Epigenetic reg | IMPase Li cell | CBFb RUNX1 block | GLA spleen mod | NPSR antag | Luc counter | Lamin A splicing
O=C(Nc1ccon1)c1sc2ccccc2c1Cl | -2.2% | -0.8% | 13.1% | 3.6% | 0.6%[46.1 µM] | -0.1% | -9.7%
N#C/C(=C\c1ccc([N+](=O)[O-])o1)c1nc2ccccc2[nH]1 | 2.82µM* | 36.4%[activator] | -11.5% | -5.9% | 3.98µM* | 1.3% | u
C=CCNC(=O)c1cc(C(=O)C(C)c2ncc(C(F)(F)F)cc2Cl)c[nH]1 (configuration not stated) | -8.7% | -4.6% | 9.7% | -4.8% | -11.5% | 0.2% | u
Cc1nc(N2CCOCC2)c2cc(-c3ccccc3)sc2n1 | 0.0% | -1.5%[38.3 µM] | 12.0% | -0.3% | -26.8%[46.1 µM] | 11.1% | u
Cc1nc2ccccc2c(=O)n1NC(=O)C1CCC(C(C)(C)C)CC1 (configuration not stated) | -2.4% | 6.1% | 1.7% | 7.0% | 7.2% | -0.2% | 6.9%[9.22 µM]
Cc1csc2nc(=O)c3ccccc3n12 | 2.2% | -3.2%[38.3 µM] | 7.9% | 8.5% | 0.8%[46.1 µM] | -1.2% | -2.4%
O=C(/C=C/c1ccccc1)N/C(=C/c1ccccc1)C(=O)N1CCOCC1 | 0.0% | -10.7% | 5.3% | 3.6% | 6.2% | 0.7% | -4.8%
CCc1ccccc1NC(=O)C1CCCN(S(=O)(=O)c2c(C)noc2C)C1 (configuration not stated) | -1.1% | -10.3%[38.3 µM] | 2.0% | 3.8% | -6.4%[46.1 µM] | 6.3% | -10.5%
O=C(NCCc1cn2ccccc2n1)c1cc(COc2ccc3ncccc3c2)on1 | -4.3% | x | 1.8% | 2.7% | 49.1% | x | x
O=C(NC1CCS(=O)(=O)C1)c1cccc(S(=O)(=O)N2CCCCCC2)c1 (configuration not stated) | 3.5% | 9.6% | 16.0% | 6.8% | -20.7% | 2.5% | x
OC1(c2ccccc2Cl)NN=C2CCCCCN21 (configuration not stated) | -6.4% | -1.5% | 3.0% | 1.2% | 10.2% | 1.2% | x
Cc1nn(C)c(C)c1NC(=O)c1ccccc1NC(=O)Nc1ccccc1 | -1.0% | x | 5.7% | -1.9% | -12.3% | x | x
CN(C)C(=O)c1ccc(-c2cncnc2Nc2ccccc2)cc1 | x | -2.8% | x | 3.2% | x | x | 17.7%
O=C(C1CCC(C(=O)N2CCc3ccccc32)CC1)N1CCc2ccccc21 (configuration not stated) | 0.0% | 15.3%[38.3 µM] | 11.1% | -13.9% | -3.5%[46.1 µM] | 1.5% | -4.7%
Cc1ccnc(NS(=O)(=O)c2ccc(NS(C)(=O)=O)cc2)n1 | -1.7% | x | 5.1% | 0.5% | 9.2% | x | x
O=C(c1ccccc1Cl)N1CCc2ccccc2C1 | 1.0% | 3.7% | 6.5% | -3.8% | -7.7%[46.1 µM] | 0.8% | u
C=CCOc1ccc(/C=N/NC(=O)C(C)Sc2ccccn2)cc1OCC (configuration not stated) | 0.0% | 25.2% | -3.9% | 2.3% | -1.5% | -1.8% | -10.0%
CCn1cc(C(=O)OCC(=O)Nc2ccc(S(=O)(=O)N3CCCC3)cc2)c(=O)c2ccc(C)nc21 | 1.0% | -29.5%[38.3 µM] | 7.4% | 5.2% | -10.4%[46.1 µM] | -6.7% | 1.3%
CN(c1ccccc1)S(=O)(=O)c1cc(Cl)ccc1Cl | 2.4% | 11.8% | 13.2% | -2.9% | -47.0% | -0.6% | x
O=C(N/N=C/c1cccnc1)c1cccc(N2CCCC2=O)c1 | -0.3% | x | 4.8% | -0.5% | 1.0%[7.67 µM] | x | x
O=C(c1ccccc1)c1cn[nH]c1-c1ccccc1O | -1.0% | -1.9%[38.3 µM] | 1.8% | 3.6% | 1.2%[46.1 µM] | 0.1% | 9.7%
Cc1[nH]nc2c1C(c1cc(Br)cs1)C(C#N)=C(N)O2 (configuration not stated) | u | 2.1% | 4.5% | -8.7% | 3.3% | 0.7% | u
c1ccc(CCNc2ncnc3ccccc23)cc1 | 2.3% | 24.3% | 6.9% | 4.1% | -10.2% | -5.5% | u
Cc1ccc(C(C(=O)NC2CCCC2)N(Cc2ccc3c(c2)OCO3)C(=O)c2snc(C(N)=O)c2N)cc1 (configuration not stated) | 6.5% | x | 8.4% | 2.4% | -19.9% | x | x
CC(C)C(c1nnnn1Cc1ccccc1)N(Cc1ccco1)Cc1cccs1 (configuration not stated) | -1.1% | 16.9%[38.3 µM] | 9.2% | 7.1% | u | 0.9% | u

Carrying on.
SMILES | Epigenetic reg | IMPase Li cell | CBFb RUNX1 block | GLA spleen mod | NPSR antag | Luc counter | Lamin A splicing
O=C(Cc1cccs1)N1CCN(C(=O)C2CCCO2)CC1 (configuration not stated) | -0.8% | 1.3%[38.3 µM] | 5.3% | -3.3% | -8.8%[46.1 µM] | -1.8% | 5.9%
COc1ccc(N(C)S(=O)(=O)c2cccc(C(=O)NCC3CCCCC3)c2)cc1 | -3.6% | 3.5% | 1.3% | 0.4% | -27.1% | -1.5% | x
CCOC(=O)CCc1c(C)nc2cc(-c3ccc(F)cc3)[nH]n2c1=O | -1.1% | 1.3%[38.3 µM] | 3.9% | -1.3% | -9.1%[46.1 µM] | 3.4% | -1.3%
Cc1ccccc1C(=O)N/N=C1/SCC(=O)N1Cc1ccccc1 | -1.1% | -3.3% | 2.1% | 2.1% | 1.4% | -3.8% | 6.1%[46 µM]
C=CCOc1ccc2c(CC)cc(=O)oc2c1C | 0.0% | 4.6% | 1.8% | 8.4% | 10.5% | -0.4% | 6.6%
C=Cc1c(C)/c2[n-]/c1=C\c1[n-]c(c(CC)c1C)/C=c1\[n-]c3c(c1C)C(=O)C(C(=O)[O-])C=3c1[n-]c(c(C)c1CCC(=O)[O-])\C=2.[Cu].[Na+].[Na+] (configuration not stated) | -0.3% | 68.3%[activator] | x | -4.9% | x | -29.4% | u
O=C(OCCCCN1C(=O)c2ccccc2C1=O)c1ccc(S(=O)(=O)N2CCCC2)cc1 | -2.7% | 16.5%[38.3 µM] | 4.2% | 2.9% | 8.7%[7.67 µM] | -0.6% | -0.7%
COc1ccc(NC(=O)CCc2nc(-c3ccc(C)cc3)no2)c(OC)c1 | 3.3% | -8.5%[38.3 µM] | 0.1% | -0.5% | -16.3%[46.1 µM] | 4.4% | 2.0%
COC(=O)c1sc2ccccc2c1-n1cccc1C(=O)C(=O)Nc1ccc(F)cc1 | 0.8% | -15.2%[38.3 µM] | -22.6% | -9.0% | -15.2%[46.1 µM] | -0.2% | 4.5%[0.0737 µM]
O=C(O)c1ccc(O)c(O)c1 | 1.1% | x | u | -15.1% | -26.2% | x | x
Cn1ncn2c(=O)c3c(nc12)-c1ccccc1CC31CCCC1 | -2.0% | x | 25.2% | -11.5% | -14.5% | x | x
CC(C)(C)N(Cc1cc2ccccc2[nH]c1=O)C(=O)c1ccco1 | 2.6% | -2.0% | 4.3% | -7.1% | -19.4% | -0.8% | x
COc1cccc(NC(=O)Nc2ccc(Br)cn2)c1 | 1.9% | x | 6.7% | 7.4% | -8.3% | x | x
CC(=O)Nc1ccc(SCC(=O)Nc2ccc(Cl)cn2)cc1 | -1.2% | -2.6% | 21.4% | -1.7% | -5.2% | 0.1% | x
c1ccc(-c2ccccc2OCCOCCN2CCCCC2)cc1 | 0.0% | 8.4% | 2.2% | 6.7% | 23.2% | 1.4% | -5.4%
Cc1ccc2[nH]c3c(Cl)ncnc3c2c1 | -1.0% | x | u | 8.7% | -19.3% | x | x
CC(=O)N1CCC2(CC1)CCN(c1cccc(-c3ccccc3)c1)CC2 | x | 4.7% | x | -1.9% | x | 0.5% | x
C/C(CC(=O)NC1CCCCCC1)=N\NC(=O)c1cnccn1 | -4.3% | -6.2% | 3.7% | -2.9% | 1.9% | 7.0% | -6.7%
COc1ccc(CCNC(=O)CN2CCN(Cc3ccc(F)cc3)C2=O)cc1OC | -5.1% | -0.1%[38.3 µM] | -5.3% | 5.5% | -8.7%[46.1 µM] | -0.2% | 3.7%
c1ccc(COc2ccccc2CNC2CCCC2)cc1 | -0.1% | 16.4% | -1.5% | -23.7% | -2.2% | 2.1% | x
Cc1cc(C(=O)CSc2n[nH]c(N)n2)c(C)n1-c1ccccc1 | -9.1% | 28.2%[38.3 µM] | -10.4% | 3.7% | -8.8%[46.1 µM] | -7.1% | -18.6%
Nc1nc(Cn2nnc(-c3ccccc3F)n2)nc(N2CCOCC2)n1 | 0.0% | 17.3%[38.3 µM] | -0.1% | 5.6% | -3.4%[46.1 µM] | 0.4% | -8.2%
CCOC(=O)C1(CC2CCCCO2)CCN(Cc2cn[nH]c2-c2cccc(F)c2)CC1 (configuration not stated) | 0.0% | 2.7% | 14.1% | -7.8% | -9.2% | -3.9% | 10.6%[46 µM]
CC(C)(C)c1ccc(OCCNC(=O)Cc2ccc(F)cc2)cc1 | 0.0% | 13.6% | 7.9% | -0.2% | -7.2% | -1.8% | u
COc1ccc(CNC(=O)/C=C/c2ccc(OCCCF)cc2)cc1 | -2.1% | -0.3%[38.3 µM] | 6.8% | -16.5% | -15.1%[46.1 µM] | -7.5% | 0.2%
COc1cc(-c2ccccc2)nc(N)n1 | -0.2% | -4.7%[38.3 µM] | 4.7% | 0.0% | -3.6%[46.1 µM] | 7.3% | -10.1%

Gathered by group, the compounds so far with bromine.
SMILES | Epigenetic reg | IMPase Li cell | CBFb RUNX1 block | GLA spleen mod | NPSR antag | Luc counter | Lamin A splicing
Cc1[nH]nc2c1C(c1cc(Br)cs1)C(C#N)=C(N)O2 (configuration not stated) | u | 2.1% | 4.5% | -8.7% | 3.3% | 0.7% | u
COc1cccc(NC(=O)Nc2ccc(Br)cn2)c1 | 1.9% | x | 6.7% | 7.4% | -8.3% | x | x

Records listed above marked active in NPSR antag:
| Molecule | IMPase Li cell | CBFb RUNX1 block | GLA spleen mod | NPSR antag |
| --- | --- | --- | --- | --- |
| N#C/C(=C\c1ccc([N+](=O)[O-])o1)c1nc2ccccc2[nH]1 | 36.4%[activator] | -11.5% | -5.9% | 3.98µM* |
